# Yp Topo-I inh = inhibitors of Yersinia pestis topoisomerase I; Y. pestis Topo-I cleavage product accumulation, plate reader; activity, % at 10 µM; 360,000 compounds, 0.064% hits; AID 504884; in the data active = activity above about 50%, passing the limit was not always enough; inconclusive = no clear call, values can overlap the other calls; note: inactives centre near 2
# BoNT-A LC inh2 = blocks Botulinum neurotoxin A light chain protease. multiplex microsphere protease substrate cleavage, flow cytometry. inhibition, % at 10 µM. 360,000 compounds, 0.17% hits; note: plate controls were buffer without enzyme for full effect and enzyme alone for no effect
# PfHsp40 rescue = rescue of PfHsp40-mediated yeast toxicity. S. cerevisiae expressing PfHsp40, growth rescue, ATP luminescence. growth rescue, % at 12.5 µM. 340,000 compounds, 0.68% hits; in the data active = growth rescue above about 28%, passing the limit was not always enough; inconclusive = no clear call, values can overlap the other calls;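 note: yeast W303a lacking pdr1 and pdr3 grown in galactose medium; growth measured after three days at 30 °C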
# TcdB inh = inhibitors of Clostridioides difficile toxin B glycohydrolase; 350,000 compounds, 0.24% hits; P18177; inhibition, % at 9.99 µM; TcdB glycohydrolase enzymatic assay, plate reader; AID 652162; in the data active = inhibition above about 10%
# SSB-PriA inh = K. pneumoniae PriA-SSBct interaction inhibition; AlphaScreen SSBct-PriA binding, biotinylated peptide; inhibition, % at 33 µM; 430,000 compounds, 0.6% hits; in the data active = inhibition mostly above about 37%, no sharp cut-off; inactive = mostly below about 20%;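 note: plate controls were negative control peptide for no effect and reference peptide for full effect; strong numbers were not always called active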
# PrPC TRFRET = inhibitors of human cell surface prion protein PrPC; P04156; TR-FRET read-out; inhibition, % at 13.8 µM; 370,000 compounds, 0.43% hits; in the data active = inhibition above about 24%; note: 0% = median of the test wells and 100% = reference compound wells
# Anthrax LF prot = anthrax lethal factor protease inhibition; P15917; multiplex microsphere protease cleavage assay, LF; inhibition, % at 10 µM; 360,000 compounds, 0.12% hits; AID 588501; note: plate controls were buffer without enzyme for full effect and enzyme alone for no effect
# Target sequence (P15917 whole entry, looked up): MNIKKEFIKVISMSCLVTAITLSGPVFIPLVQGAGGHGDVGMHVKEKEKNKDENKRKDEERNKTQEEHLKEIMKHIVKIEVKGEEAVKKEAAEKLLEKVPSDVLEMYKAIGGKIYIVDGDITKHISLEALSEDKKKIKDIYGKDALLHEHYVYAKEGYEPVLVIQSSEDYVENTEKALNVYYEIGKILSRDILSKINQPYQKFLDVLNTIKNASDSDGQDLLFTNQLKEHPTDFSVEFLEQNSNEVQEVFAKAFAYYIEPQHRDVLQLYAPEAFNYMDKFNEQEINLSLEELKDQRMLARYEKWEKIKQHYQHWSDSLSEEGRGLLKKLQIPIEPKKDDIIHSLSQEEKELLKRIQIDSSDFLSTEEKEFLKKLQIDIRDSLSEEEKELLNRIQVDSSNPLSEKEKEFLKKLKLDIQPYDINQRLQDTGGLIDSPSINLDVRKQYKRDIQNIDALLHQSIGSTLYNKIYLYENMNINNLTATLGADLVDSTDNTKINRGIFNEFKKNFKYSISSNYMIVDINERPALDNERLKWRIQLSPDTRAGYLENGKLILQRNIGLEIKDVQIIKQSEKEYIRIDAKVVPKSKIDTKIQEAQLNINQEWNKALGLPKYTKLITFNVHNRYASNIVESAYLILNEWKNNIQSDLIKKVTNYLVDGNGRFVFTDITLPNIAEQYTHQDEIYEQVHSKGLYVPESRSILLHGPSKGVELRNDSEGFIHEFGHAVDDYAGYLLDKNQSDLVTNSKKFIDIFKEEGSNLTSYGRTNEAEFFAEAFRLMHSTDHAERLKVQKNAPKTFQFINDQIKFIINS
# Vc quorum ag = inducers of Vibrio cholerae quorum light production without autoinducers | activation, % at 18.7 µM | 350,000 compounds, 0.16% hits | V. cholerae BH1578 lux reporter, luminescence, 6 h; in the data active = activation mostly above about 9.7%, no sharp cut-off; inconclusive = no clear call, values can overlap the other calls; inactive = mostly below about 3.7%; note: not every result past the cut was called active; inactives centre near 0; reference of the scale not given here
# 3CLpro inhibitor = SARS-CoV 3CLpro protease inhibition; 290,000 compounds, 0.14% hits; recombinant SARS-CoV 3CLpro, quenched FRET peptide cleavage; P0C6X7; AID 1706; inhibition, % at 6 µM; in the data active = inhibition above about 12%
# * marks the source's active call; other numbers are inactive results; i = inactive; ? = inconclusive; . = no result given. Cut-off read from the data, not from the text of the source, unless noted: active = inhibition above about 30%; inconclusive = no clear call, values can overlap the other calls; inactive = below that. A portion of the library, so the mix of outcomes need not match the whole.
SMILES,Yp Topo-I inh,BoNT-A LC inh2,PfHsp40 rescue,TcdB inh,SSB-PriA inh,PrPC TRFRET,Anthrax LF prot,Vc quorum ag,3CLpro inhibitor
COc1ccc(NS(=O)(=O)c2cccc(C(=O)NCC(c3ccco3)N(C)C)c2)cc1 (stereo not given),1,-0.9,0.9,0.0,-4,-1,0,-2.9,.
Cc1cc2nc(-c3cccc(NC(=O)c4ccc(Br)o4)c3C)oc2cc1C,15,?,-1.7,.,-3,4,3,0.0,4
Nc1ncnc2c1ncn2C1CCCC1,-5,-0.4,-0.3,2.0,-2,-8,0,i,.
Cc1ccc(C2CC(c3ccccc3)=NN2c2ccccc2)o1 (stereo not given),10,-0.6,2.2,.,-24,-4,-3,-0.3,-2
OCCN1CCN(CC(O)COCC2COc3ccccc3O2)CC1 (stereo not given),5,-1.0,-0.2,1.3,-7,1,-3,i,3
N#CC1C=Cc2c(ccc3ccccc23)N1C(=O)c1ccccc1 (stereo not given),12,0.5,4.2,0.1,-21,2,-4,0.8,.
CCCn1c(=O)c2[nH]cnc2n(-c2ccc(Cl)cc2)c1=O,3,?,-0.3,0.2,-15,-2,-12,1.8,0
COc1ccc(NC(=O)C2CCN(c3cc(-c4ccccc4)nc4ncnn34)CC2)cc1OC,26,?,-0.2,.,-3,-1,1,i,-2
COc1ccc(N2CCN(Cc3nc4c(c(=O)[nH]c(=O)n4C)n3CCCc3ccccc3)CC2)cc1,2,-1.6,-0.1,.,-9,-11,-4,-0.5,-4
COc1ccc(NC2CC(=O)N(C)C2=O)cc1 (stereo not given),-3,0.6,0.4,.,-3,-3,2,-0.7,-7
COc1ccc(CN2CCN(C(=O)c3ccc(S(=O)(=O)NCc4ccco4)cc3)CC2)cc1F,20,1.1,0.5,1.4,1,-10,-2,0.5,.
CC(O)(CS(=O)(=O)c1cccc(C(F)(F)F)c1)C(=O)Nc1cccc(C(F)(F)F)c1 (stereo not given),-10,0.8,0.0,.,-19,9,-4,1.4,5
COc1cc(-c2nc(CCNC(=O)c3ccco3)cs2)cc(OC)c1OC,-3,0.8,1.0,0.9,-3,-8,-1,-0.5,-1
CS(=O)(=O)c1ccc2nc(NC(=O)C3CCCCC3)sc2c1,2,-0.5,-1.5,2.7,-11,2,-3,i,3
O=C(C(NS(=O)(=O)c1cccc2nsnc12)c1ccccc1)N1CCN(c2ccccn2)CC1 (stereo not given),31,3.3,1.9,.,-6,-25,4,-0.6,1

# Reformatted with values under each structure: 10 of the compounds above
# The line under a structure holds: Yp Topo-I inh	BoNT-A LC inh2	PfHsp40 rescue	TcdB inh	SSB-PriA inh	PrPC TRFRET	Anthrax LF prot	Vc quorum ag	3CLpro inhibitor
- N#CC1C=Cc2c(ccc3ccccc23)N1C(=O)c1ccccc1 (stereo not given)
    12	0.5	4.2	0.1	-21	2	-4	0.8	.
- CCCn1c(=O)c2[nH]cnc2n(-c2ccc(Cl)cc2)c1=O
    3	?	-0.3	0.2	-15	-2	-12	1.8	0
- COc1ccc(NC(=O)C2CCN(c3cc(-c4ccccc4)nc4ncnn34)CC2)cc1OC
    26	?	-0.2	.	-3	-1	1	i	-2
- COc1ccc(N2CCN(Cc3nc4c(c(=O)[nH]c(=O)n4C)n3CCCc3ccccc3)CC2)cc1
    2	-1.6	-0.1	.	-9	-11	-4	-0.5	-4
- COc1ccc(NC2CC(=O)N(C)C2=O)cc1 (stereo not given)
    -3	0.6	0.4	.	-3	-3	2	-0.7	-7
- COc1ccc(CN2CCN(C(=O)c3ccc(S(=O)(=O)NCc4ccco4)cc3)CC2)cc1F
    20	1.1	0.5	1.4	1	-10	-2	0.5	.
- CC(O)(CS(=O)(=O)c1cccc(C(F)(F)F)c1)C(=O)Nc1cccc(C(F)(F)F)c1 (stereo not given)
    -10	0.8	0.0	.	-19	9	-4	1.4	5
- COc1cc(-c2nc(CCNC(=O)c3ccco3)cs2)cc(OC)c1OC
    -3	0.8	1.0	0.9	-3	-8	-1	-0.5	-1
- CS(=O)(=O)c1ccc2nc(NC(=O)C3CCCCC3)sc2c1
    2	-0.5	-1.5	2.7	-11	2	-3	i	3
- O=C(C(NS(=O)(=O)c1cccc2nsnc12)c1ccccc1)N1CCN(c2ccccn2)CC1 (stereo not given)
    31	3.3	1.9	.	-6	-25	4	-0.6	1

# More results follow:
SMILES,Yp Topo-I inh,BoNT-A LC inh2,PfHsp40 rescue,TcdB inh,SSB-PriA inh,PrPC TRFRET,Anthrax LF prot,Vc quorum ag,3CLpro inhibitor
O=C(CN1CCN(c2ccc(F)cc2)CC1)NCc1ccc(F)cc1,4,0.0,-1.1,6.9,-4,-5,5,-0.3,-5
C/C(=N\Nc1ccccc1Cl)c1ccc(-n2ccnc2)cc1,13,-1.1,-0.5,1.1,.,0,-5,-0.1,4
CC(C)c1ccc2[nH]c(O)c(N=NC(=S)NCCc3ccccc3)c2c1,7,1.6,-0.4,-0.4,19,5,0,i,2
O=C(CSC1=NCCS1)Nc1ccnc2ccccc12,-3,0.8,1.5,.,-7,56*,0,i,-2
O=C(CN1C(=O)C2C3CCC(C3)C2C1=O)OCC(=O)c1cccc([N+](=O)[O-])c1 (stereo not given),-7,0.3,-0.2,1.0,0,-14,-2,i,-4
COc1ccccc1CNC(=O)C1(C)CCN1C(=O)C1(c2ccccc2)CC1 (stereo not given),2,-0.4,.,-0.7,.,7,0,-0.9,.
COc1cc(C(=O)NCC(=O)NNC(=O)CN(C)S(=O)(=O)c2ccc(Cl)cc2)cc(OC)c1OC,3,.,0.2,0.1,-11,4,.,i,.
CCOC(=O)Cn1c(S(=O)(=O)Cc2ccccc2)nc2ccccc21,-5,0.6,0.5,0.5,-11,-6,-7,i,2
O=C(COc1ccccc1[N+](=O)[O-])N/N=C/c1cccc(OC(=O)c2ccc3c(c2)OCO3)c1,16,-0.6,0.0,.,.,6,1,-0.8,-6
COc1ccc(F)cc1-c1nc(N)nc(N)n1,5,-0.5,-0.1,0.2,6,-9,-1,-0.4,.
COc1ccc(C(C)NC(=O)C2CCCC2)cc1 (stereo not given),-3,-2.9,-0.4,0.6,-15,3,0,-0.7,-5
COc1ccc(S(=O)(=O)N2CCN(CC(=O)N3c4ccccc4CC3C)CC2)cc1OC (stereo not given),0,1.2,-0.7,-1.4,8,4,2,-1.4,.
CCCc1cc(=O)[nH]c(SCC(=O)Nc2cc(S(=O)(=O)N(CC)c3ccccc3)ccc2Cl)n1,19,8.4,0.1,-0.3,-2,-8,-1,i,.
O=C(CNC(=O)C12CC3CC(CC(C3)C1)C2)N/N=C\c1ccccn1,6,-0.4,-0.1,-0.5,.,2,0,-0.2,3
Cn1c(=O)c2c(nc(Sc3ncccn3)n2Cc2ccccc2Cl)n(C)c1=O,7,6.3,2.1,0.9,-10,-3,-2,-0.2,-1
COc1ccc(S(=O)(=O)N(C)C[C@H]2Oc3c(cccc3N(C)C)C(=O)N([C@H](C)CO)C[C@@H]2C)cc1,15,-1.1,0.5,0.3,1,6,-10,-1.1,.
COc1ccc(/C=C2\N=C(SC)SC2=O)cc1OC,-3,0.8,-0.9,.,5,-3,1,i,9
COc1cc(/C=C2\SC(=S)N(C(C(=O)O)c3ccccc3)C2=O)ccc1O (stereo not given),2,0.0,-0.4,2.3,-5,-12,0,0.1,0
CC(OCCN1CCCC1)(c1ccc(F)cc1)c1ccc(F)cc1,-2,-1.6,-0.1,1.2,-19,-8,-5,-3.3,0
CN(C)c1oc(/C=C/c2cccs2)nc1S(=O)(=O)c1ccccc1,19,1.2,-0.1,-1.1,-4,-11,0,i,-5
CCCNC(=O)C1(C)CCN(C(=O)c2cccc(Cl)c2)C1 (stereo not given),13,0.1,.,0.5,.,2,5,5.0,.
CC1CCN(C(=O)CN(C2CCCCC2)S(C)(=O)=O)CC1,-4,0.1,1.0,.,-15,5,0,-0.8,2
O=C1/C(=C/c2ccccc2)C[C@@]2(O)[C@H]3Cc4ccc(O)c5c4[C@@]2(CCN3CC2CC2)C1O5 (stereo not given in full),9,-1.0,-0.3,.,3,.,-9,-0.3,.
COc1cccc(NC(=O)Cn2cnc3c(oc4nc5c(cc43)CCCC5)c2=O)c1,2,-2.1,4.7,0.1,-2,-1,-1,-0.3,2
O=C(O)c1ccc(Nc2ncc([N+](=O)[O-])cc2[N+](=O)[O-])cc1,-9,-0.8,-0.9,1.5,-14,-42,0,-0.2,1
CCSc1nnc(Cn2c(=O)sc3ccccc32)n1-c1ccc(OC)cc1,5,-0.9,-0.8,1.8,3,6,-14,-0.4,2
C[N+]1(CCOC(=O)C2(c3ccccc3)CCCC2)CCCCC1,-11,-0.5,-0.2,1.9,-15,-2,4,-0.4,5
COc1cc(OC)c(OC)cc1/C=N/Nc1ncnc2c1[nH]c1ccc(C)cc12,0,0.1,0.0,-0.4,.,4,-6,-0.3,4
CC(C)(C)NCCCCOc1ccc(F)cc1,4,-0.7,-0.2,.,-8,-8,-4,-1.5,-2
Cc1ccc(C)c(NC(=O)CN(C)C(=O)CC2OC(=O)c3ccccc32)c1 (stereo not given),1,-0.1,-2.3,1.2,-7,-11,0,i,.
Cc1ccc(NC(=O)CN(C)C(=O)c2ccc(COc3ccccc3)cc2)cc1,12,3.3,0.0,1.3,-1,8,3,-0.2,.
CC(C)(C)c1cc2nc(N)nc(N)n2n1,4,-0.2,-0.1,1.0,-6,2,-4,i,-4
O=C(Nc1nc2ccc(SC(F)F)cc2s1)c1ccc(NS(=O)(=O)c2ccc(F)c(F)c2)cc1,7,0.4,-1.5,-0.5,4,9,1,-0.1,1
Cc1cccnc1NC(=O)c1ccc(S(=O)(=O)N2CC(C)OC(C)C2)cc1 (stereo not given),-4,-0.4,0.1,0.5,-4,1,-3,-0.1,0
CC(OC(=O)c1ccncc1)C(=O)Nc1cc(S(=O)(=O)N2CCCCC2)ccc1Cl (stereo not given),-2,2.2,0.6,.,-7,-5,1,6.9,-3
CCN(c1ccccc1)c1nc(C#N)nc(N(CC)c2ccccc2)n1,22,0.3,4.8,0.2,2,-7,2,-2.0,1
O=C(c1cn(-c2ccccc2)nc1-c1ccncc1)n1nnc2ccccc21,5,0.0,-0.6,100*,-10,-8,1,2.4,4
O=C(O)c1ccc(N/N=C/c2ccc(-c3ccccc3)cc2)cc1,8,-0.4,0.3,1.4,.,10,-4,i,-3
CCOC(=O)c1csc(NC(=O)CSc2nnnn2CC)n1,0,-3.5,-1.2,.,5,2,-6,-1.3,-1
O=C(NCCCN1CCN(c2ccccc2F)CC1)Nc1ccccc1[N+](=O)[O-],0,0.3,0.8,0.5,13,-9,-4,-0.1,0
O=C(Nc1c(C(=O)N2CCOCC2)cnn1-c1ccccc1)c1ccccc1F,7,-1.1,-0.1,1.0,8,-1,0,-0.4,3
O=C(Nc1ccc2c(c1)OC1(CCCC1)O2)C1CC1,-4,-0.8,0.7,.,-14,-4,-3,-7.1,-2
CC1=CC(C)(C)N(C(=O)c2ccccc2)c2ccccc21,16,2.2,1.0,.,-29,0,1,i,1
COCCn1nnnc1C(c1cc2cc(C)cc(C)c2[nH]c1=O)N1CCN(c2ccccc2F)CC1 (stereo not given),14,0.7,-0.4,.,5,-1,-2,4.5,7
O=C(COC(=O)C12CC3CC(CC(C3)C1)C2)Nc1ccc(OC(F)F)cc1,-10,0.4,7.1,.,-27,0,-9,.,0
Cn1nc(C(=O)Nc2nc(-c3ccccn3)cs2)c2ccccc2c1=O,1,6.9,-2.0,2.2,43*,-9,-1,-2.9,.
CCOC(=O)CCc1c(C)nc(SCCCn2c(=O)[nH]c3ccccc32)c(C#N)c1C,13,0.1,0.3,.,1,-1,3,-2.2,0

# Compound activity as filed in PubChem BioAssay.
